TROY NFkB inh: TROY signaling inhibition; 360,000 tested, 0.98% active; inhibition, % at 10 µM; Q293 LMP1-TROYcd NF-kB luciferase reporter, 4 h;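 active = compounds whose plate-normalised and pattern-corrected inhibition of the luciferase reporter signal at the single screening dose is 50% or more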
C8 TRAIL sens: caspase-8 TRAIL sensitization; NB7+C8 cells + TRAIL, ATPlite viability luminescence; inhibition (viability loss, TRAIL sensitization), % at 10 µM; 360,000 tested, 1% active;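 active = compounds causing at least 50% loss of cell viability in the single-dose screen, relative to plate controls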
EBV LMP1 NFkB: reduces LMP1-driven NF-kappaB luciferase signal | LMP1-induced NF-kappaB luciferase reporter cells, luminescence | inhibition, % at 12.5 µM | 350,000 tested, 0.69% active | AID 504558; in the data active = inhibition above about 41%;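 note: 0% = neutral control wells and 100% = reference inhibitor control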
Shn3 inh set2: Schnurri-3 reporter inhibition in Clone20 osteoblasts; 360,000 tested, 0.52% active; AID 588674; Clone20 osteoblast Shn3 3'UTR firefly luciferase, 24 h; inhibition, % at 12.5 µM;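 active = mean inhibition of at least 75% with every replicate also reaching 75%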;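 note: 0% = median of neutral control wells and 100% = pilot-screen positive control compound; some compounds past the cut are filed as inactive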
NCOA3 inh: inhibits human SRC3 coactivator; 360,000 tested, 0.17% active; Q9Y6Q9; inhibition, % at 3.6 µM; HEK293 GAL4-SRC3 luciferase reporter, luminescence;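 active = inhibition above a per-campaign cutoff, the mean of all compounds plus 3 SD, cut at about 60% in these data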;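 note: 0% = DMSO-treated cells and 100% = gossypol-treated cells at 36 µM; higher means less SRC3-driven luciferase light from the GAL4 reporter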
KKLEB cytotox: reduces viability of KKLEB cystic fibrosis airway cells. AID 602141. KKLEB CF airway cells viability, ATPlite luminescence, overnight; active compounds read low; cells stimulated with P. aeruginosa culture filtrate. activity change (cytotoxicity), % at 5 µM. 360,000 tested, 0.36% active;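 active = corrected activity change at or below -50% at 5 µM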
CF NFkB block: blocks PAF-induced NF-kB reporter in cystic fibrosis cells | KKLEB NF-kB-GFP reporter, GFP fluorescence overnight | inhibition, % at 5 µM | 360,000 tested, 0.86% active;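 active = at least 50% inhibition at 5 µM, scaled per plate between neutral and stimulator controls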;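 note: PAF is a Pseudomonas aeruginosa culture filtrate used as stimulus; plate controls were PAF-stimulated DMSO wells for no effect and unstimulated DMSO wells for full effect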
NCOA1 inh: inhibitors of human steroid receptor coactivator 1 (SRC1) | Q15788 | HEK293 GAL4-SRC1 luciferase reporter, luminescence | inhibition, % at 3.6 µM | 360,000 tested, 0.12% active;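 active = inhibition above the campaign mean plus 3 SD, with each screening campaign given its own cutoff, cut at about 60% in these data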;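 note: 0% = DMSO treated cells and 100% = gossypol at 36 µM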
TWEAK-Fn14 inh: TWEAK-Fn14 signaling inhibition. AID 1159606. TWEAK-stimulated Fn14 reporter cells, luciferase luminescence, 8 h. 360,000 tested, 2% active. inhibition, % at 10 µM; in the data active = inhibition above about 50%
NR2F2 inh: blocks human COUP-TFII nuclear receptor; P24468; 370,000 tested, 0.7% active; inhibition, % at 8.6 µM; HEK293T NGFI-A luciferase reporter, luminescence; AID 686940;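 active = inhibition above a per-plate cutoff, mean inhibition of test wells between control levels plus 3 SD, cut at about 38% in these data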;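 note: cells cotransfected with COUP-TFII expression vector driving the NGFI-A reporter; 0% = median of COUP-TF2 test wells and 100% = reporter-only cells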
Target sequence (P24468 whole entry, looked up): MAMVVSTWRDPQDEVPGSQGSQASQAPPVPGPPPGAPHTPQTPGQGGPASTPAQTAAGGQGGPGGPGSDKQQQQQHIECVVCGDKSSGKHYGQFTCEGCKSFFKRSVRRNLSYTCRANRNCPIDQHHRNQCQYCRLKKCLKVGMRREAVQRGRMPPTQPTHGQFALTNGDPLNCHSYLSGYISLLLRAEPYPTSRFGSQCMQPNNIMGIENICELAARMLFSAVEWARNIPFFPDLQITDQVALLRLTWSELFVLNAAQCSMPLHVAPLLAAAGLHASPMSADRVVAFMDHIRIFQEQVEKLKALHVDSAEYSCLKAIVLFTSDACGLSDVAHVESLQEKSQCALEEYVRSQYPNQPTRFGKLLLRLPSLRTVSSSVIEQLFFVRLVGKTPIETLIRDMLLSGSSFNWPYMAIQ
NR5A2 inv ag: inverse agonists of human LRH-1 (NR5A2); O00482; HEK293T StAR-luciferase reporter, LRH-1 transfected, 24 h; inhibition, % at 3.6 µM; 360,000 tested, 0.13% active;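 active = inhibition above the mean inhibition of all tested compounds plus 3 SD, cut at about 73% in these data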;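 note: 0% = DMSO wells and 100% = reporter-only cells lacking LRH-1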
Target sequence (O00482 whole entry, looked up): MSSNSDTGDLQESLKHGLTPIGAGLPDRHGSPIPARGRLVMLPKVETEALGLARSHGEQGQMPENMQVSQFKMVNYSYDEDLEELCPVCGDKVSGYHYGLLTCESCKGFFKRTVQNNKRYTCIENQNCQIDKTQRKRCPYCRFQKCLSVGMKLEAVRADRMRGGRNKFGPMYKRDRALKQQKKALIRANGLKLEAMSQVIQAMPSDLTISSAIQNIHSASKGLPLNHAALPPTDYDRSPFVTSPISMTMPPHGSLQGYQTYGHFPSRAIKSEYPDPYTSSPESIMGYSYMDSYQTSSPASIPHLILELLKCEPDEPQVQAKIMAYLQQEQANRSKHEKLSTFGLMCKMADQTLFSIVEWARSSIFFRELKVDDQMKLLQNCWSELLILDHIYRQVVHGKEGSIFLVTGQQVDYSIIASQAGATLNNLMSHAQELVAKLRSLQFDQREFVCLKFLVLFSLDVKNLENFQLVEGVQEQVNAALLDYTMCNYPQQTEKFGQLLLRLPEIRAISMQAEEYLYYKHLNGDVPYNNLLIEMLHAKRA
* = called active by the depositor; · = not tested or not shown. The list is partial; the hit share may differ from the screen's.

SMILES	TROY NFkB inh	C8 TRAIL sens	EBV LMP1 NFkB	Shn3 inh set2	NCOA3 inh	KKLEB cytotox	CF NFkB block	NCOA1 inh	TWEAK-Fn14 inh	NR2F2 inh	NR5A2 inv ag
CC(=O)N1c2ccc(S(=O)(=O)N3CCCC3)cc2CC1C(=O)NCc1cccc(F)c1 (stereo unspecified)	7	-8	5	-13	23	17	2	-4	2	10	14
O=C(CCCc1ccccc1)NCCN1CCOCC1	-3	-10	-2	-11	-9	-8	22	-22	-5	-1	15
CN(Cc1ccccc1)C(=O)Cn1c(=O)c2cccn2c2cccnc21	-20	-3	-2	-6	-8	-6	1	-39	3	-6	-24
C=CCn1c(SCC(=O)N2CCCCCC2)nc2ccccc2c1=O	3	-42	4	-4	9	-2	4	16	73*	-4	22
C[C@@H]1C=C(C(=O)O)O[C@H](OCc2ccc(CO)cc2)C1	5	-21	-5	2	6	-4	21	-10	4	2	-10
COc1ccccc1CN1C(=NC(=O)CCC2CCCC2)SC2CS(=O)(=O)CC21 (stereo unspecified)	13	-4	-4	1	-8	-28	-9	3	-29	-14	0
CC(C)(C)Cc1nnc(NC(=O)CSc2ccccc2)s1	-59	-6	-10	-65	-61	4	-12	-54	-29	-7	-39
O=C1C(=Cc2cccc(O)c2O)SC(=S)N1CCCN1CCOCC1	24	-7	1	-20	-11	10	14	3	1	-4	2
CCN(CC(=O)Nc1ccc(Br)c(C)c1)CC(=O)NC(C)C	0	0	-8	-33	3	-5	-5	-12	-24	-11	7
O=C(c1ccc(F)cc1F)N1CCN(c2ncccn2)CC1	16	5	-9	-2	-14	3	-7	9	19	1	1
CN(C(=O)c1ccc(NC(=O)Cc2ccc(NC(=O)C3CCCN(C(=O)C4CCCC4)C3)cc2)cc1)C1CC1 (stereo unspecified)	-8	-9	-1	-27	-2	-9	22	-5	2	5	8
Cc1cccc(NC(=S)NC2CCCC2)c1C	-15	-5	-3	-2	-1	-8	-12	-13	5	-11	-16
C/C(=N\NC(=O)CNc1cccc(C(F)(F)F)c1)c1ccc(Br)cc1	25	2	-6	13	12	3	16	-2	2	10	1
O=C(C1=C[C@@H](c2csc3ccccc23)C[C@@H](OCCCCO)O1)N1CCN(Cc2ccc3c(c2)OCO3)CC1	6	6	-6	22	-8	-23	19	-9	4	-42	9
O=C(NC1CCCCC1)C(c1cccnc1)N(C(=O)CCl)c1ccccc1Cl (stereo unspecified)	2	15	63*	-14	59	-8	10	51	62*	9	58
CC(C)c1ccc([C@@H]2O[C@H](C)CC3=C2C(=O)OC(C)(C)O3)cc1	-41	-4	·	·	·	·	·	·	-16	1	-2
Cc1cc(C)n(-c2ccc(C(=O)O)cc2[N+](=O)[O-])n1	-8	4	3	1	9	2	-21	8	0	18	-1
COc1ccc(C(=O)Oc2cccnc2)cc1OC	-1	-13	3	1	3	-24	28	2	2	10	22
CCCC(=O)N(c1ccc(F)cc1)C1C=CS(=O)(=O)C1 (stereo unspecified)	-6	21	-11	-84	-1	7	7	-2	9	-19	16
COc1ccc(-n2c(O)c(C=NCc3ccccn3)c3ccccc3c2=O)c(OC)c1	-17	-11	-32	7	4	-6	5	-12	-9	19	-3
O=C(O)COn1c(-c2ccccc2)nc2ccc(Cl)cc21	-36	5	9	-17	-19	11	-6	-64	-35	-9	-69
COc1ccc(CN2CCN(c3ncccn3)CC2)c(OC)c1	9	-11	-2	2	12	2	-6	1	8	-14	-10
Nc1nc(Cl)cc(Oc2ccc(Cl)cc2)n1	-17	-2	-1	-10	12	0	20	-13	-7	-15	-15
O=C(COC(=O)c1ccc(Cl)nc1)NNC(=O)c1ccc(Br)cc1	3	4	-1	-30	-12	10	18	11	6	-3	4
COc1ccc(S(=O)(=O)/N=C2\C=C(Nc3ccc(O)cc3)C(=O)c3ccccc32)cc1	35	96*	74*	97*	88*	-74*	101*	89*	101*	71*	93*

Reprinted from the part before: two entries, then new ones.
SMILES	TROY NFkB inh	C8 TRAIL sens	EBV LMP1 NFkB	Shn3 inh set2	NCOA3 inh	KKLEB cytotox	CF NFkB block	NCOA1 inh	TWEAK-Fn14 inh	NR2F2 inh	NR5A2 inv ag
O=C(COC(=O)c1ccc(Cl)nc1)NNC(=O)c1ccc(Br)cc1	3	4	-1	-30	-12	10	18	11	6	-3	4
COc1ccc(S(=O)(=O)/N=C2\C=C(Nc3ccc(O)cc3)C(=O)c3ccccc32)cc1	35	96*	74*	97*	88*	-74*	101*	89*	101*	71*	93*
CC1CC(C)CN(S(=O)(=O)CC23CCC(CC2=O)C3(C)C)C1 (stereo unspecified)	-13	-5	1	12	-24	4	-2	1	-30	10	2
Cc1noc2ncnc(Sc3c(Cl)cccc3Cl)c12	57*	10	-5	2	-11	6	16	-22	25	-3	-6
CN1CCC(CC(C(=O)N2CCCC2)(c2ccccc2)c2ccccc2)C1 (stereo unspecified)	11	-8	-33	-18	-22	7	-56	-16	7	-11	-22
O=C(c1ccncc1)N1CCN(S(=O)(=O)c2ccccc2F)CC1	-8	4	0	-5	4	-14	24	0	20	-20	15
Cc1cc(=O)[nH]c(S/C=C/c2ccccc2)n1	-5	36	-6	-35	-60	14	5	-100	-16	-43	-95
COc1ccc(Cl)cc1NC(=O)CN(C)C(=O)c1cc(=O)c2ccccc2o1	-7	-17	1	-21	10	-4	-15	5	-20	-9	-22
O=C(C1CCCN1S(=O)(=O)c1ccc(Br)cc1)N1CCOCC1 (stereo unspecified)	14	-4	-3	-9	7	0	13	2	-6	5	-16
Cc1ccsc1C(=O)NCCc1ccco1	-10	4	-9	-91	-56	12	12	-71	2	-30	-95
CS(=O)(=O)c1ccc(Cl)c(NC(=O)CSc2nncn2-c2ccccc2)c1	-19	1	-5	-3	3	-9	-8	-12	12	-12	-3
COc1ccc(C(=O)N/N=C/c2cn[nH]c2-c2ccc(OC)cc2OC)cc1	-22	-4	5	-9	7	4	1	2	-9	-3	13
COC(=O)c1ccc(NC(=O)CSc2nnc(COc3ccccc3)n2C)cc1	-2	-8	5	-13	24	-14	11	2	2	-5	4
Cc1ccc(C(=O)NCC(=O)OCC(=O)Nc2ccccc2C#N)s1	-1	-8	-2	-16	19	2	17	-8	-9	-7	2
Cc1nc2ncccn2c1-c1csc(Nc2ccc(N(C)C)cc2)n1	7	-26	-1	33	2	-34	20	-21	36	-83	30
COc1ccc(CCNC(=O)CSc2ccc(-c3ccncc3)nn2)cc1	3	-6	1	0	5	2	8	-26	-5	-14	1
COc1cccc(-n2c(C)cc(/C=C3/C(=N)N4C(=NC3=O)SN=C4S(C)(=O)=O)c2C)c1	-7	-4	-8	4	-15	16	-9	-16	4	-15	-12
O=C(NCC1CCCO1)NC1(C(F)(F)F)Oc2ccccc2O1 (stereo unspecified)	4	24	8	15	-27	4	-1	-4	-3	-14	-1
Cc1c(C)n(Cc2ccccc2)c2ccc(C(=O)O)cc12	16	-15	·	-3	18	-14	1	-3	-1	-18	7
Fc1ccccc1COc1ccc(Br)cc1CNCc1cccnc1	-14	13	-1	44	5	-3	-7	-9	-11	33	20
COc1ccc(CC(N)c2csc(Nc3ccccn3)n2)cc1 (stereo unspecified)	0	-3	·	17	5	-13	-2	10	-15	-9	0
CC(=O)c1cn(N(C)c2ncc(C(F)(F)F)cc2Cl)c(=O)[nH]c1=O	5	-10	3	-25	-23	6	-3	7	-11	15	9
CN1CCN(C(CNC(=O)Nc2ccc(Cl)cc2)c2ccc(F)cc2)CC1 (stereo unspecified)	-38	-11	-4	-2	13	4	12	-4	-26	-16	-15
COc1ccc(NC(=O)/C=C/c2ccc(S(=O)(=O)N3CCOCC3)cc2)cc1	-4	-7	-1	0	-8	-5	-1	-5	-6	-7	-3
CCCn1c(SCC(=O)Nc2sc(C)c(C)c2C(=O)OCC)nc2c1c(=O)n(C)c(=O)n2C	1	-8	-4	29	3	-10	21	1	-33	-13	-8
Cc1ccc2c(c1)NC(c1cccs1)C1=C(CC(C)(C)CC1=O)N2 (stereo unspecified)	-39	-6	-13	23	12	5	-11	3	25	5	0
CCC(=O)Nc1cccc(-c2nnc(SCC(=O)NCc3ccco3)n2C)c1	-13	-7	-3	-4	-10	4	2	-6	7	-1	-6
The list continues.
SMILES	TROY NFkB inh	C8 TRAIL sens	EBV LMP1 NFkB	Shn3 inh set2	NCOA3 inh	KKLEB cytotox	CF NFkB block	NCOA1 inh	TWEAK-Fn14 inh	NR2F2 inh	NR5A2 inv ag
Cc1c2cnn(CC(=O)NCCN3CCOCC3)c(=O)c2c(C)n1Cc1ccccc1F	0	-4	0	-2	7	9	2	-2	-6	0	11
CC[C@@]1(C(=O)OC)N[C@H](CN(C)C(=O)c2ccc(F)cc2)[C@@H]2C(=O)N(C)C(=O)[C@@H]21	-14	8	-3	-1	-19	-5	9	-31	3	-13	15
COc1cc(/C=C(\C#N)C(=O)NC(C)C)cc(Cl)c1O	-30	0	-20	-14	22	7	9	-22	2	-9	8
C=CCOc1c(Cl)cc(CNc2ccc3[nH]c(=O)[nH]c3c2)cc1OC	15	-9	1	-18	6	9	-15	0	8	15	-16
COc1ccc(NC2CCCN(C(=O)c3cccnc3SC)C2)cc1OC (stereo unspecified)	-14	-1	-4	-15	-36	-2	5	-57	-3	5	9
Nc1ccccc1C(=O)NNc1ncc(C(F)(F)F)cc1Cl	-12	2	-1	-4	1	-1	-6	10	7	-15	-22
CCOC(=O)CN1N=C(/C=C/c2ccc(OCC)cc2)CCC1=O	-7	-3	-3	-9	0	0	-3	-13	-11	-4	17
COc1ccc(OCCSc2nnc(C(C)NC(=O)c3ccccc3F)n2C)cc1 (stereo unspecified)	2	-6	8	17	6	-11	-9	9	-7	-1	2
O=c1[nH]c2c(=O)[nH]cnc2nc1-c1ccccc1	-6	13	-1	9	14	-25	7	-5	-16	9	3
COc1ccc(-c2nc(CSCC(=O)NCCCN3CCCC3=O)c(C)o2)cc1OC	2	19	-3	4	15	-9	5	-2	15	-7	13
CC(=O)N1CCCc2cc(S(=O)(=O)N3CCCC(C(=O)NCc4ccccc4)C3)ccc21 (stereo unspecified)	-14	7	4	12	4	5	-10	-3	12	11	5
O=C(Nc1cccc(-c2ccc(N3CCCCC3)nn2)c1)C(F)(F)F	72*	89*	55*	82	-60	-43	-2	-36	97*	20	-58
COc1cc(/C=N/NC(=S)NC2CC3CC2C2C=CCC32)ccc1O (stereo unspecified)	46	17	-15	7	-63	-15	19	-60	41	-54	-88
CCCCN(C(=O)c1cc2c(s1)CCC2)c1c(N)n(CCC)c(=O)[nH]c1=O	-14	-2	5	0	-4	-6	21	4	1	14	10
COc1ccc(C(CC(=O)NCc2ccccc2)Sc2n[nH]c(-c3ccc(Cl)cc3)n2)cc1 (stereo unspecified)	11	0	0	15	3	-3	0	-25	-31	11	2
COc1nccnc1NS(=O)(=O)c1ccc(NCc2ccccc2O)cc1	11	0	2	-3	0	7	8	11	29	-5	9
COC(=O)c1c(NC(=O)C2(C)Cc3ccccc3C(=O)O2)sc2c1CCCC2 (stereo unspecified)	-12	-5	13	50	17	-9	-7	3	1	22	8
CN(C)/C=N/C(=S)Nc1ccc(Cl)cc1	-11	6	-18	-61	-59	-2	-5	-49	-3	-18	-52
COc1ccccc1C1NC(=O)NC(C)=C1C(=O)OC1CCCCC1 (stereo unspecified)	3	7	4	1	8	-16	2	-2	-31	-3	-3
Cc1ccc(NC(=O)Cn2ncc3ccccc32)c(Cl)c1	-58	8	-6	-6	-15	14	-13	-2	9	1	-59

Assay outcomes deposited in PubChem BioAssay by several laboratories.
